CSN deneddyl inh – inhibitors of CSN-mediated cullin deneddylation, primary screen, biochemical, fluorescence polarization, uHTS. COP9 signalosome complex subunit 5 (Homo sapiens), Q92905. Purified CSN, SCF-Nedd8-OG deneddylation. inhibition, % at 12.5 µM. 0.38% of 360,000 active;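 active = pattern-corrected inhibition above about 35%, with an unprinted fluorescence ratio check between 0.5 and 1.5, limit read from the data, passing the limit was not always enough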;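 note: 0% = enzyme with substrate and 100% = substrate without enzyme; some results filed as inactive read as strong as hits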
Target sequence (Q92905 whole entry, looked up, one chain of several): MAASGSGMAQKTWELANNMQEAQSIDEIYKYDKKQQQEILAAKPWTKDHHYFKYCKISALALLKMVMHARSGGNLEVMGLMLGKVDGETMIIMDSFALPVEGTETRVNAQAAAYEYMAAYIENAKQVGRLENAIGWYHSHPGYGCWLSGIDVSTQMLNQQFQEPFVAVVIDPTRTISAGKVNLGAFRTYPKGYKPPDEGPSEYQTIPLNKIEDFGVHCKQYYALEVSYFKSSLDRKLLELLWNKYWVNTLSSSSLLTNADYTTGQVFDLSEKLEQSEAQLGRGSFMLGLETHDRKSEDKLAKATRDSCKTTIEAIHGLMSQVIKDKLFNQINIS
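Test system: purified human Csn5 enzyme expressed in HEK293T cells. Amount: 0.24 nM enzyme. Reagent: SCFSkp2-Nedd8OG substrate at 10 nM final. Schedule: 90 min incubation of compound, enzyme and substrate at room temperature. Detection: fluorescence polarization. Read-out: % inhibition of substrate cleavage by Csn5.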
Rpn11 inh – Rpn11 (PSMD14) deubiquitinase inhibitors, primary screen, biochemical, fluorescence polarization, uHTS | human 26S proteasome, Ub4-pepOG fluorescence polarization; 20S core pre-blocked with epoxomicin | AID 588493, 2011 | 26S proteasome non-ATPase regulatory subunit 14 (Homo sapiens), O00487 | 0.59% of 360,000 active | calls only at 20 µM;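 active = inhibition at 20 µM, scaled to each plate's controls, above about 33%, limit read from the data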
Target sequence (O00487 whole entry, looked up): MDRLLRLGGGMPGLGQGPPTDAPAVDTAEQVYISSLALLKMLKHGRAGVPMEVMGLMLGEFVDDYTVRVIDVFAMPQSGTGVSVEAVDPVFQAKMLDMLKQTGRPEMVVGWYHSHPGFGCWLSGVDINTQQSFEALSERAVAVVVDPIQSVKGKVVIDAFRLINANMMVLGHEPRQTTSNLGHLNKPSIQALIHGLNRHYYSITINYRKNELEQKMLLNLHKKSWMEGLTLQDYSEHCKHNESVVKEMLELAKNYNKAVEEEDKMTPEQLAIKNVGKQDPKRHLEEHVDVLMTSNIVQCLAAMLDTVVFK
MsrA act – bovine MsrA enzyme activators, primary screen, biochemical, absorbance, HTS | activation, % at 10.6 µM | Methionine sulfoxide reductase A (Bos taurus) | AID 602163, 2012 | 0.3% of 360,000 active | purified bovine MsrA, absorbance read-out; in the data active = activation above about 7.5%;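 note: 0% = vehicle and 100% = reference activator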
PABP1 MLLE inh – inhibitors of PABP1 MLLE–PAM2 peptide binding, primary screen, biochemical, fluorescence polarization, FITC-PAM2, GST-MLLE; Polyadenylate-binding protein 1 (Homo sapiens), P11940; inhibition, % at 20 µM; 0.36% of 360,000 active; AID 588489, 2011; in the data active = inhibition above about 35%, passing the limit was not always enough;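 note: plate controls were DMSO wells with GST-MLLE for no effect and wells lacking GST-MLLE protein for full effect; some results filed as inactive read as strong as hits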
eLon inh – inhibitors of E. coli Lon protease, primary screen, biochemical, fluorescence polarization | purified E. coli Lon protease | inhibition, % at 7.94 µM | 0.42% of 360,000 active | AID 602123, 2011; in the data active = inhibition above about 13%, passing the limit was not always enough;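 note: 0% = enzyme with probe and DMSO and 100% = no enzyme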
MsrA inh – bovine MsrA enzyme inhibitors, primary screen, biochemical, absorbance, HTS. 0.75% of 360,000 active. inhibition, % at 15.5 µM. purified bovine MsrA, absorbance read-out. Methionine sulfoxide reductase A (Bos taurus); in the data active = inhibition above about 4.5%;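 note: 0% = vehicle wells with enzyme and 100% = reference inhibitor wells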
FAS TE block – FAS thioesterase domain inhibitors, primary screen, biochemical, fluorescence intensity, uHTS; Fatty acid synthase (Homo sapiens), P49327; recombinant FAS-TE, OMFH fluorogenic substrate, fluorescence endpoint; inhibition, % at 15 µM; 0.67% of 360,000 active;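 active = compounds whose normalised, plate-corrected inhibition of enzyme fluorescence in the single-dose primary screen is 50% or more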;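 note: 0% = DMSO with enzyme and 100% = substrate without enzyme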
Rin1-Abl PPI inh – inhibitors of Rin1-Abl protein binding, primary screen, biochemical, TR-FRET; Tyrosine-protein kinase ABL1 (Homo sapiens) + Ras and Rab interactor 1 (Homo sapiens), …; inhibition, % at 7.35 µM; 0.4% of 360,000 active; in the data active = inhibition above about 5%, passing the limit was not always enough
MT1-MMP act inh – blockers of MT1-MMP proenzyme processing, primary screen, HT1080 RFP-PRO-GFP cells, GFP/RFP fluorescence; Matrix metalloproteinase-14 (Homo sapiens), P50281; GFP/RFP ratio fluorescence, overnight; percent of plate control window, DMSO zero; GFP/RFP ratio change, % at 20 µM; 0.061% of 360,000 active; AID 651647, 2012;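 active = GFP/RFP ratio change of at least 30% with cell ATP level not reduced by more than half and red fluorescence within 50% of control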; note: strong numbers were not always called active
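Assay system: HT1080 RFP-PRO-GFP cells. Benchmarks: DMSO vehicle wells and RFP-L50D-GFP reporter cell wells. Times: overnight cell settling, then overnight compound exposure, 37 °C, 5% CO2. Compound: 20 µM single dose, 1% DMSO. Read-out basis: GFP/RFP fluorescence ratio.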
* = called active by the depositor; i = inactive. Compounds were not picked by outcome; about 3.7% have a hit in one of these screens.

SMILES	CSN deneddyl inh	Rpn11 inh	MsrA act	PABP1 MLLE inh	eLon inh	MsrA inh	FAS TE block	Rin1-Abl PPI inh	MT1-MMP act inh
CNC(=S)N/N=C/c1c(C)nn(-c2ccc(F)cc2)c1Cl	-2	i	-1	32	-4	-0.2	-2	-1	5
O=S(=O)(Nc1ccccc1)c1ccc(-c2csnn2)cc1	-1	i	-3	4	12	1.3	13	3	8
Cc1ccc(CC(=O)Nc2cc([N+](=O)[O-])ccc2F)cc1	-1	i	-3	10	-4	1.0	28	3	4
CC(C)COC(=O)N(C)C[C@H]1OCc2cnnn2CCCC(=O)N([C@H](C)CO)C[C@@H]1C	1	i	-4	-10	2	-0.6	-9	-3	0
Cc1ccccc1OCC(=O)NNC(=O)c1cc(S(=O)(=O)N2CCOCC2)ccc1N1CCCC1	-3	i	-3	-6	5	0.0	-6	2	1
C/C(=N\N=C(/N)SC1CC(=O)N(c2ccccc2)C1=O)c1cccs1 (configuration not stated)	3	i	-7	-19	-9	5.1*	-1	5	10
Cc1ccc2c(c1)N(CCCC(=O)NCCC1=CCCCC1)C(=O)CO2	8	i	-1	6	3	-0.3	6	4	8
CC1CC(CC(C)C(=O)Nc2nncs2)C(=O)O1 (configuration not stated)	3	i	-4	-5	-6	-0.6	-8	0	-7
O=C(NN1C(=O)c2cc(Br)ccc2NC1c1ccccc1Cl)c1ccncc1 (configuration not stated)	1	i	1	2	4	0.5	0	0	9
C(#Cc1ccc(C#CCN2CCCC2)cc1)CN1CCCC1	1	i	-6	-9	-15	0.8	-12	-3	5
CC1(C(=O)NS(=O)(=O)c2ccccc2)CCN1C(=O)C1(c2ccccc2)CCCC1 (configuration not stated)	-5	i	-3	-6	-9	-0.2	-10	0	-1
CC(C)C(NC(=O)c1ccccc1)C(=O)NCc1ccccn1 (configuration not stated)	3	i	-12	3	-14	-0.4	-5	-5	3

Part of the list above in order of SMILES length, ascending:
SMILES	CSN deneddyl inh	Rpn11 inh	MsrA act	PABP1 MLLE inh	eLon inh	MsrA inh	FAS TE block	Rin1-Abl PPI inh	MT1-MMP act inh
O=S(=O)(Nc1ccccc1)c1ccc(-c2csnn2)cc1	-1	i	-3	4	12	1.3	13	3	8
CNC(=S)N/N=C/c1c(C)nn(-c2ccc(F)cc2)c1Cl	-2	i	-1	32	-4	-0.2	-2	-1	5
Cc1ccc(CC(=O)Nc2cc([N+](=O)[O-])ccc2F)cc1	-1	i	-3	10	-4	1.0	28	3	4
C/C(=N\N=C(/N)SC1CC(=O)N(c2ccccc2)C1=O)c1cccs1 (configuration not stated)	3	i	-7	-19	-9	5.1*	-1	5	10
CC1(C(=O)NS(=O)(=O)c2ccccc2)CCN1C(=O)C1(c2ccccc2)CCCC1 (configuration not stated)	-5	i	-3	-6	-9	-0.2	-10	0	-1
Cc1ccccc1OCC(=O)NNC(=O)c1cc(S(=O)(=O)N2CCOCC2)ccc1N1CCCC1	-3	i	-3	-6	5	0.0	-6	2	1

(more compounds)
SMILES	CSN deneddyl inh	Rpn11 inh	MsrA act	PABP1 MLLE inh	eLon inh	MsrA inh	FAS TE block	Rin1-Abl PPI inh	MT1-MMP act inh
COc1ccc(CNCc2ccc(C(F)(F)F)cc2)cc1OC	-2	i	-1	-3	-11	1.0	-5	-1	-4
O=C(CSc1nc2c(sc3ccccc32)c(=O)n1CCCN1CCOCC1)NC1CCCC1	5	i	-5	4	-3	0.1	-3	-5	3
COc1cccc(NC(=O)Nc2ccc(Br)cn2)c1	4	i	-2	7	-1	-0.6	-4	2	-5
CCOC(=O)C(=O)N(C)c1c(CC)nc2c(OCc3ccc(Cl)cc3)cccn12	4	i	-5	4	5	2.0	9	-1	2
CCc1ccc(-n2c(C)cc(/C=N/NC(=O)OC)c2C)cc1	1	i	0	-10	0	0.6	26	1	-7
COC(=O)C1=C(C)NC(C)=C(C(=O)OC)C1c1ccc2ccccc2n1	-4	i	-12	2	6	0.6	-9	2	-1
O=C(Nc1ccc(F)cc1F)NC1CC(=O)N(Cc2ccccc2)C1 (configuration not stated)	-2	i	-10	-9	-4	-0.4	-5	2	0
COc1ccc(C(C#N)Nc2ccccc2OC)cc1 (configuration not stated)	0	i	2	-9	7	1.2	1	1	-3
CCSc1nc2sc3c(c2c(=O)n1-c1ccc(C)cc1)CCN(C)C3	6	i	-1	-40	-13	1.9	0	0	-6
Cc1csc(SC(C)C(=O)NCC2CCCCC2)n1 (configuration not stated)	7	i	-2	6	-1	0.2	-6	-3	1
Cc1cc(C)c(S(=O)(=O)NC2CC3CCC2C3)c(C)c1 (configuration not stated)	-1	i	0	6	-9	0.7	10	1	0
COc1cccc(NC(=O)CCC2CCN(C(=O)c3scnc3C)CC2)c1	1	i	-4	-18	4	-0.5	-4	1	1
COc1ccc(-n2c(Cc3cccn3C)nnc2SCC(=O)N2CCC(C)CC2)cc1	3	i	-1	-17	2	0.0	-4	1	2
CC1CCN(C(=O)CSc2nnc(CNC(=O)COc3ccc(Cl)cc3)o2)CC1	2	i	-2	4	1	-0.3	-1	0	5
CCOC(=O)C1CCCN(C(=O)c2ccc(S(=O)(=O)N3CCCC3)cc2)C1 (configuration not stated)	0	i	0	-4	-4	-0.6	-4	-1	2
Cc1nccn1S(=O)(=O)c1cc([N+](=O)[O-])ccc1Cl	3	i	-9	6	-10	2.0	-9	0	1
CCOC(=O)C1CCCN(C(=O)c2ccc3c(c2)N(C)C(=O)/C(=C/c2ccccc2Cl)S3)C1 (configuration not stated)	2	i	-5	12	-13	0.7	-9	4	-1
Cc1cccc(NC(=O)c2nc[nH]c2C(=O)NC[C@H](C)O)c1	-1	i	-6	-4	1	1.1	-6	2	4
O=C(O)c1cccc(NC(=S)NCc2ccccc2)c1	0	i	-7	22	0	0.1	-3	4	0
Cc1cccnc1NC(=O)C1CCN(S(=O)(=O)c2ccc3ccccc3c2)CC1	-4	i	-1	7	-3	0.3	-1	-3	4
Cc1cccc(OCC(=O)Nc2ccc(N3CCCC3)cc2)c1C	7	i	0	18	-5	0.8	-1	2	0
CC(=O)c1ccc(OCc2cccc(C(F)(F)F)c2)cc1O	-7	i	-4	2	7	0.1	25	3	-2
CCCCCC(=O)N1CC2(CC(c3cccc(NC(=O)CC)c3)=NO2)C[C@H]1C(N)=O (some centres not stated)	0	i	-3	-4	-11	1.0	-5	1	-1
CC(=O)NC(CCS(C)(=O)=O)C(=O)Nc1nccs1 (configuration not stated)	-6	i	-3	-7	0	0.2	-6	0	2
c1ccc(-c2ccc(-c3cnc4n3CCCCC4)cc2)cc1	10	i	-1	2	-1	-1.2	-15	-3	2
CCOC(=O)c1ccc(NC(=O)CN2C(=O)NC3(CCCCCC3)C2=O)cc1	-7	i	-1	-9	-9	-0.7	6	4	0
CC(C)NC(=O)N1CCCN(c2nc3ccc(Cl)cc3s2)CC1	-2	i	-1	6	-9	0.1	-3	-5	5
CNc1nc(Oc2ccccc2C(=O)OC)nc(SC)n1	13	i	6	4	6	-0.1	-10	-1	0
CC(C)CCC(CCN1CCCC1)c1ccc2c(c1)OCO2 (configuration not stated)	2	i	-4	14	14	-0.9	9	0	0
CCCc1sc(N/N=C/c2ccccn2)nc1-c1ccc(Br)cc1	1	i	-1	13	-4	0.5	22	-1	-7
Cc1nnc2c3ccccc3ccn12	-2	i	-5	6	-2	0.9	-9	2	0
c1ccc(-c2nnc3n2NC(c2ccc4c(c2)OCO4)S3)cc1 (configuration not stated)	-1	i	-1	-23	-14	1.4	-3	3	0
Fc1ccccc1-c1nc(-c2ccc(-c3nn[nH]n3)cc2)no1	1	i	-12	-11	-4	-0.6	2	1	-2
O=C1Nc2ccccc2C12OC1CCCCC1O2 (configuration not stated)	3	i	-10	5	-6	-0.1	-9	-3	6
COc1ccc(OCc2cc(C(=O)NCCc3ccccc3)no2)c(Cl)c1	-5	i	-1	-2	0	-0.5	14	4	-2
Nc1c(C(=O)NCc2ccco2)sc2nc3c(cc12)C(=O)CCC3	12	i	-4	14	3	0.3	0	-4	8
Cc1cc(=O)oc2cc(NC(=O)c3ccccc3Cl)ccc12	4	i	-4	7	-14	1.3	0	2	-1
CN(C)c1ccc2c3c(ccc(N(C)C)c13)COC2	-6	i	-1	-9	0	-0.8	-4	-4	2
CCCCOC(=O)c1ccc(NC(=O)CSCc2n[nH]c(=O)[nH]2)cc1	0	i	-1	-5	3	0.4	-8	2	18
CC(C)Sc1cc(N2CCOCC2)nc(-c2ccccc2)n1	2	i	-1	-4	-6	-0.6	36	-3	-2
COc1ccc(CCCC(=O)N/N=C/c2cccc(OC)c2O)cc1C	-2	i	-4	2	1	0.8	18	-3	-2
CCn1cc(CN(C)C(=O)/C=C/c2ccc([N+](=O)[O-])cc2)c(C)n1	1	i	-8	12	4	2.7	0	-1	-7
O=C(O)CCc1nn2c3ccccc3nc2n(-c2ccccc2)c1=O	2	i	-3	7	-6	1.7	-12	0	1
Cc1ccc(-c2nnn3c2nc(NC(C)C)c2ccccc23)cc1	-1	i	-3	-5	-6	-1.1	12	0	-1
Cc1c(OC(C)C(=O)NCCCN2CCCC2=O)ccc2c3c(c(=O)oc12)CCCC3 (configuration not stated)	2	i	-1	6	-19	2.9	-1	1	-2
C=CCN1C(=Nc2ccccc2)SC/C1=C\C(=O)OC	-1	i	-3	14	-8	2.3	7	2	-4
CSc1cnn(Cc2ccccc2)c(=O)c1SCc1ccccc1	1	i	-4	-83	8	0.9	22	1	0
O=C(Nc1ccon1)C12CC3CC(C1)CC(n1cnc([N+](=O)[O-])n1)(C3)C2	-2	i	-9	0	-2	-1.0	-11	-2	-2
CSc1ccc(CNC(=O)C2(C)CCCN2C)cc1 (configuration not stated)	1	i	-1	1	-5	-0.4	-7	-1	0
COc1ccccc1N1CCN(Cc2cc(=O)oc3cc(C)cc(C)c23)CC1	5	i	0	-32	-4	0.3	12	0	3
Cc1ccccc1Nc1nc(N)nc(COC(=O)CC2CC3CCC2C3)n1 (configuration not stated)	-1	i	0	-5	-10	-0.1	7	-1	3
C=CCNc1nc(N)c(C(=C(C#N)C#N)c2ccccc2)s1	1	i	-6	-7	-14	1.1	4	0	-4
Cc1ccc(C23CC4CC(CC(C(=O)OCC(=O)NC5CCS(=O)(=O)C5)(C4)C2)C3)cc1 (configuration not stated)	-4	i	-2	7	-7	0.5	-11	-6	-1
COCCOC(=O)C1=C(C)Nc2ncnn2C1c1ccco1 (configuration not stated)	4	i	-2	-9	5	-0.3	-7	2	0
Cc1cc(OCC(=O)NC2CC(C)(C)NC(C)(C)C2)c2c(C)c(C)c(=O)oc2c1	2	i	-12	17	6	0.7	-10	-1	-1
COc1ccc(C(CNC(=O)c2oc3ccc(C)cc3c2C)N2CCCCC2)cc1 (configuration not stated)	2	i	-2	-11	-1	-0.3	18	-6	2
Cc1cccc(NC(=O)c2cccc(S(=O)(=O)N3CCc4ccccc4C3)c2)n1	-2	i	-1	4	-7	-0.2	24	2	-3

Source: PubChem
